Compound activity as filed in PubChem.
BRCA1 expr up – increases BRCA1 expression; MCF7-BRCA1-FFLuc reporter, luminescence, 48 h; response scale: scaled: vehicle 0%, 10 µM genistein 100%; Potency, µM (highest dose often 46.1 µM), inactives show top-dose activation, usual class: activators; actives 1.1% (n = 380,000); AID 624202; also: nearly all actives have a fitted effect of over 80% in size; some results filed as inactive show a strong effect at the top dose
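MCF7-BRCA1-FFLuc, 2000 cells/well; 2 h attach, 37 °C/5% CO2; compound 48 h; luciferase substrate 15 min; luminescence end-point. Norm. to genistein 10 microM max activation and DMSO; concentration-response curves fitted.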
VP16 counter – Gal4-VP16 reporter inhibition counter-screen. Drosophila S2 Gal4-VP16 UAS-luciferase, luminescence, 20 h. Potency, µM (top dose mostly 53.6 µM), for inactives: top-dose activity, negative = inhibition, usual class: inhibitors. actives 3.5% (n = 310,000);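 also: Gal4-VP16 expression switched on by copper sulfate through the metallothionein promoter; % is scaled to controls: 0 for no effect and ±100 for the full control effect; nearly all actives have a fitted effect of over 50% in size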
RORgamma inh – blocks mouse ROR gamma transcriptional activity | Drosophila S2 Gal4-RORgamma UAS-luciferase reporter, 20 h | P51450 | Potency, µM (titrated, usually from 53.6 µM), for inactives: at the top dose activity change, negative = inhibition, most hits filed as inhibitors | AID 2551 | actives 5.4% (n = 310,000); also: % is scaled to controls: 0 for no effect and ±100 for the full control effect; nearly all actives have a fitted effect of over 60% in size
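In this cell-based reporter format, copper sulfate (700 uM final) drives Gal4–ROR gamma fusion expression from a metallothionein promoter in Drosophila Schneider cells; compounds preincubated 1 hr, reporter read after 20 hr at ambient temperature.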
MLL CXXC-DNA inh – MLL CXXC-DNA interaction inhibition; Q03164; MLL-CXXC / FITC-HOXA9 DNA fluorescence polarization; Potency, µM (top dose mostly 115 µM), without a hit: at the top dose activity change, negative = inhibition, most hits filed as inhibitors; actives 0.037% (n = 290,000); AID 2662; active = well fitted inhibition curve with a large enough effect in the polarisation, with a control signal flat, not every such curve was filed as active; inconclusive = small, poorly fitted or top-dose-only effect, or effect the other way, or a change in a side signal; inactive = no such curve, though single readings can be large or run the other way; the % refers to the polarisation
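Steps: dispense CXXC domain solution (7 uM) → pin compounds or unlabeled HOX-A9 DNA control → 5 min ambient → add FLSN-HOX-A9 solution (50 nM) → spin → 30 min ambient → fluorescence polarization. Tris pH 7.5/NaCl/DTT/BSA buffer.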
Rab9 promoter act – activates the Rab9 promoter; Potency, µM (titrated, usually from 9.22 µM), for the others: top-dose activation, negative = inhibition, most hits filed as activators; Huh7 Rab9 promoter-luciferase reporter, luminescence, 24 h; actives 2.8% (n = 320,000); also: % of control where 0% means no effect; nearly all actives have a fitted effect of over 60% in size
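Measured in stably transfected Huh7 cells bearing a Rab9 promoter–luciferase construct: 24 h compound treatment at 37 °C, followed by luminescence detection.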
uPA generation – inhibitors of cell surface uPA generation | actives 0.31% (n = 330,000) | cell surface uPA generation assay, qHTS | Potency, µM (doses to about 38.3 µM), for inactives: top-dose activity change, negative = inhibition, most hits filed as inhibitors | AID 540303; active = well fitted inhibition curve with a large enough effect; inconclusive = small, poorly fitted or top-dose-only effect; inactive = no such curve, though single readings can be large or run the other way; tested in mouse RAW 264.7 cells; also: % is scaled to controls: 0 for no effect and ±100 for the full control effect; nearly all actives have a fitted effect of over 55% in size
FLuc modulator – inhibits or activates purified firefly luciferase, miR-21 counter-screen; purified FLuc, Km substrates, luminescence inhibition; Potency, µM (top dose mostly 57.5 µM), for inactives: top-dose activity change, negative = inhibition, actives largely listed as inhibitors; actives 6.9% (n = 360,000); AID 588342;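 also: plate controls were vehicle for no effect and reference inhibitor for full effect; nearly all actives have a fitted effect of over 55% in size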
Target sequence (P08659 whole entry, looked up): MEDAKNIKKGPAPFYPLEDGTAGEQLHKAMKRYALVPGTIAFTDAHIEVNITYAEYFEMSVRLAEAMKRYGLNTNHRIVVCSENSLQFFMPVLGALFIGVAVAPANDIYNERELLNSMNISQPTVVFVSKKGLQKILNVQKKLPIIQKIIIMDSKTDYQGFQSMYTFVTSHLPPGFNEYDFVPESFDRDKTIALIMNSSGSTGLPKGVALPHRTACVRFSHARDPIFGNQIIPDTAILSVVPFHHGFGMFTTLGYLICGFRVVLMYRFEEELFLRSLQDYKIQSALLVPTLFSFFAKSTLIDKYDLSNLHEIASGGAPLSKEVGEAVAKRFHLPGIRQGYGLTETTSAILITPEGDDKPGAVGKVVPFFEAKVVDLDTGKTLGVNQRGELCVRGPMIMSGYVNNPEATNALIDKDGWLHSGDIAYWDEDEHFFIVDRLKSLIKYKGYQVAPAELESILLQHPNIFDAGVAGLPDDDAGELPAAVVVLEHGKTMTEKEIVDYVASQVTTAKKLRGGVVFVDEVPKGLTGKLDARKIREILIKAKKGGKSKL
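Purified P. pyralis luciferase, 10 nM final, with Km-level 10 uM D-luciferin and 10 uM ATP in 50 mM Tris acetate pH 7.5, 10 mM Mg acetate, 0.01% Tween-20, 0.05% BSA; 6-point qHTS titration about 60 µM downward; luminescence read.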
MBNL1 CUG block – blocks human MBNL1 binding to CUG repeat RNA; Q9NR56; TR-FRET MBNL1-His/biotin-(CUG)12 binding, 665/545 ratio; Potency, µM (titrated, usually from 57.5 µM), without a hit: top-dose activity change, negative = inhibition, usual class: inhibitors; actives 0.036% (n = 280,000); active = well fitted inhibition curve with a large enough effect in the signal ratio, with a control signal flat, not every such curve was filed as active; inconclusive = small, poorly fitted or top-dose-only effect, or effect the other way, or a change in a side signal; inactive = no such curve, though single readings can be large or run the other way; the % refers to the signal ratio; also: % is scaled to controls: 0 for no effect and ±100 for the full control effect
Target sequence (Q9NR56 whole entry, looked up): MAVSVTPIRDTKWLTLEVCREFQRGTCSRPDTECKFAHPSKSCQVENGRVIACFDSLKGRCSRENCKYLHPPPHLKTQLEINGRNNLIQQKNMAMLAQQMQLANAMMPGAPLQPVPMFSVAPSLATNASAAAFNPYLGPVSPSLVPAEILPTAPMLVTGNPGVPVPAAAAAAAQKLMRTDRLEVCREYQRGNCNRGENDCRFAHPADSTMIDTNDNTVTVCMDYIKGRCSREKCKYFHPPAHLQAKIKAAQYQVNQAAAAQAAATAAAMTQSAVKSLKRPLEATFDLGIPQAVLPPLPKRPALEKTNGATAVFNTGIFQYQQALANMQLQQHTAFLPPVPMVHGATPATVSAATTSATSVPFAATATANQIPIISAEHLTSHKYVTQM
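His-tagged MBNL1 binding to biotinylated (CUG)12 RNA was measured by TR-FRET using terbium anti-His antibody (0.055 ng/ul final) and streptavidin-XL665 (5 nM final). Compounds were titrated 92 nM to 58 uM; 60 min at room temperature.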
NPC1 prom act – activates the NPC1 promoter | Huh7 NPC1 promoter luciferase reporter, 24 h | Potency, µM (titrated, usually from 9.22 µM), for the others: at the top dose activation, most hits filed as activators | actives 2.4% (n = 320,000) | AID 485313;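 also: % of control where 0% means no effect; nearly all actives have a fitted effect of over 60% in size; reporter is driven by a mutant NPC1 promoter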
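Stably transfected Huh7 (NPC1 promoter→luciferase), 1500 cells/well in Opti-MEM + 10% FBS, 2 h settle, then compound 24 h at 37 °C. Luminescence after 10 min with Amplite reagent.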
ELG1 genotox – genotoxicity induction in ELG1-luciferase HEK293T cells | HEK293T ELG1-luciferase reporter, luminescence, 16 h | Potency, µM (doses to about 46 µM), without a hit: top-dose activity change, positive = activation, most hits filed as activators | actives 1.3% (n = 330,000); also: % of control where 0% means no effect; nearly all actives have a fitted effect of over 60% in size
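After overnight (16 hr) compound treatment at 37 °C, ELG1-luciferase HEK293T cells were lysed with ONE-Glo; luminescence quantified 30 min later at room temperature.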
p53 reactivator – restores transcriptional activity of mutant p53; actives 0.063% (n = 320,000); H1299 p53-A138V BP100-luciferase reporter, luminescence, 24 h; Potency, µM (titrated, usually from 92.2 µM), for the others: at the highest dose activity change, positive = activation, actives largely listed as activators; also: % of control where 0% means no effect; nearly all actives have a fitted effect of over 45% in size
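p53-null H1299 cells stably carrying temperature-sensitive p53-A138V and a BP100-luciferase reporter were pinned with compounds (4-point, 1:5 series) and held 24 hrs at 37 deg C. Luminescence was read 10 min after detection reagent.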
Numbers without * were called inactive; ? = inconclusive; . = no result given; [ ] = remark or other dose. Unless noted, calls follow the shape of the dose curve; as a rule, active = well fitted curve in the direction sought with a large enough effect; inconclusive = small, poorly fitted or top-dose-only effect, or another doubt; inactive = no such curve, though single readings can be large; an effect the other way counts as inactive or inconclusive. Potency is read from the fitted curve at half-maximal effect. The list is partial (hit frequency here may not be typical).

SMILES	BRCA1 expr up	VP16 counter	RORgamma inh	MLL CXXC-DNA inh	Rab9 promoter act	uPA generation	FLuc modulator	MBNL1 CUG block	NPC1 prom act	ELG1 genotox	p53 reactivator
CCCCNc1cc(NC(C)=O)cc2cc(OC)c(OC)cc12	-4%	3%	?	4%	-6%	-3%	-1%	?	-2%	-2%	-9%
O=C(Cc1ccccc1)NC(Nc1ccccc1)C(Cl)(Cl)Cl (configuration not stated)	-9%	-1%	12%	-1%	-1%	0%	5%	1%	-2%	0%	-7%
O=C1c2ccccc2C(=O)C1c1ccc(O)cc1	48%	-14%	-42%	-4%	10%	-14%	?	17%	-3%	0%	29%
CC(Cl)C(=O)NN=C(c1ccccc1)c1ccccc1 (configuration not stated)	-19%	8%[10 µM]	-2%	-16%	-4%	16%	0%	-6%	-7%	-7%	5%
COc1ccc(C(=O)NC2CC(C)(C)Cc3occc32)cc1 (configuration not stated)	5%	-16%	37%	2%	3%	-1%	-5%	?	2%	1%	-18%
CCOC(=O)c1cccc(NC(=S)NCc2ccc(C)cc2)c1	28%	?	10µM*	-1%	-2%	2%	-19%	-3%	16%	2%	-1%
COC(=O)c1cc(Br)c(=O)n(-c2ccc(C(C)=O)cc2)c1	.	-3%	-11%	2%	2%	.	0%	12%	-3%	4%	-1%
O=C(O)COC(=O)C1C(c2ccccc2)C(C(=O)O)C1c1ccccc1 (configuration not stated)	6%	6%[10 µM]	-1%	-16%	-4%	-5%	-1%	-4%	-2%	-1%	2%
O=C(COC(=O)CSc1nnc(-c2ccc(Cl)cc2)o1)Nc1cc(Cl)cc(Cl)c1	-32%	-16%	?	2%	1%	1%	?	-4%	0%	3%	-33%[inhibitor]
CC(CC(=O)NCc1ccccc1)C1CCCO1 (configuration not stated)	1%	0%	-6%	-7%	4%	.	-11%	0%	12%	8%	26%
O=c1[nH]c([N+](=O)[O-])nn1C(c1ccccc1)c1ccccc1	9%	-2%	-6%	-1%	2%[1.84 µM]	-7%	6%	5%	-10%	-4%	-2%
CCN(c1ccc(NC(=O)COC(=O)c2ccc3ccccc3n2)cc1)C(C)C	-5%	2%	-4%	2%	-1%	3%	15µM*	21%	-3%	3%	-3%

4 compounds from above, showing only ELG1 genotox and MLL CXXC-DNA inh.
| Molecule | ELG1 genotox | MLL CXXC-DNA inh |
| --- | --- | --- |
| O=C(O)COC(=O)C1C(c2ccccc2)C(C(=O)O)C1c1ccccc1 (configuration not stated) | -1% | -16% |
| O=C(COC(=O)CSc1nnc(-c2ccc(Cl)cc2)o1)Nc1cc(Cl)cc(Cl)c1 | 3% | 2% |
| CC(CC(=O)NCc1ccccc1)C1CCCO1 (configuration not stated) | 8% | -7% |
| O=c1[nH]c([N+](=O)[O-])nn1C(c1ccccc1)c1ccccc1 | -4% | -1% |

Next compounds follow:
SMILES	BRCA1 expr up	VP16 counter	RORgamma inh	MLL CXXC-DNA inh	Rab9 promoter act	uPA generation	FLuc modulator	MBNL1 CUG block	NPC1 prom act	ELG1 genotox	p53 reactivator
CCCC(=O)Nc1ccc(NC(=O)c2ccccc2)nc1	117%	?	?	3%	0.28µM*	-5%	4.8µM*	4%	0.32µM*	?	3%
Cc1ccc(/C=N/NC(=O)Cn2cnc3ccccc32)cc1	-25%	-1%	14%	2%	-2%	-8%	-7%	7%	-17%	-3%	-3%
CCn1c(C)c(C(=O)c2ccccc2)c(C#N)c1C(=O)O	34%	?	0%	-2%	-1%	-11%	-20%	-8%	3%	5%	6%
CCn1c(=O)c2sccc2n(Cc2ccc(C)cc2)c1=O	7%	5%	-17%	8%	-2%	-3%	-1%	0%	0%	6%	-11%
O=C(CSc1ncccc1C(=O)O)NC1CCCCCCC1	4%	1%	-25%	-12%	-4%	5%	-6%	-12%	-5%	1%	0%
CSc1nc(-c2ccco2)cc(C(F)(F)F)c1C#N	-2%	-4%	-26%	25%	-1%	-1%	2%	10%	1%	1%	-5%
Cn1c(SCC(=O)c2ccc3c(c2)OCCO3)nnc1C1CC1	6%	0%	16%	5%	17%	-2%	?	11%	19%	13%	29%
CCCn1c(=O)c(C(=O)NNS(=O)(=O)c2ccc(Cl)cc2)c(O)c2ccccc21	-70%	?	1%	2%	2%	13%	7%	.	-1%	-7%	5%
CCCc1cc(=O)[nH]c2nnc(SCC(=O)Nc3cccc(NC(C)=O)c3)n12	6%	.	.	.	-7%	?	-1%	.	-15%	2%	1%
S=C(NCc1cccs1)Nc1ccccc1Cl	1%	14µM*	13µM*	19%	-4%	-1%	2%	-13%	-3%	-1%	14%
O=C(CSc1ccc2c(c1)OCCO2)Nc1ncccc1O	-12%	.	.	.	-8%	-19%	-15%	.	0%	7%	13%
CC1(C2(O)CCCCC2)NCCc2ccccc21 (configuration not stated)	-13%	.	.	.	0%	-10%	4%	.	1%	1%	-2%
CC(C)NCC(O)COc1ccc2c(c1)CCC2 (configuration not stated)	-3%	-13%	-4%	1%	-6%	-1%	5%	-7%	-4%	-1%	-1%
CC1(C)CC(=O)C(=Cc2cn(CCC#N)nc2-c2ccc(F)cc2)C(=O)C1	-2%	-10%	19%	-3%	1%	-8%	-16%	?	-3%	5%	-10%
COc1ccc(NC(=O)c2cccc(N3C(=O)C4CC=C(C)CC4C3=O)c2)c(OC)c1 (configuration not stated)	-15%	-8%	8%	-1%	0%	-1%	?	3%	-4%	-20%	1%
CC(=O)NC1=NN(C(C)=O)C(C)(c2ccccc2)S1 (configuration not stated)	-81%	9%[0.365 µM]	2%	-2%	-32%[inhibitor]	?	2%	?	-24%	-10%	-13%
O=C(NCc1ccccc1)/C(=C/c1ccccc1)NC(=O)c1ccco1	-7%	3%	-24%	7%	-1%	2%	0%	8%	-5%	2%	-2%
COc1ccc(C(=O)NN2CCOCC2)cc1	-3%	-9%	-17%	1%	0%	3%	2%	-8%	-1%	2%	0%
O=C(c1c[nH]c2ccccc12)C(F)(F)F	-1%	-1%	26%	-2%	-2%	-5%	-2%	-2%	1%	0%	-4%
O=C(O)c1nccnc1C(=O)Nc1ccc(Oc2c(Cl)cccc2Cl)nc1	0%	-9%	11%	-21%	-2%	4%	-10%	7%	-1%	1%	0%
Cc1ccc(NC(=S)NCc2ccc(Cl)cc2)c(C)c1	35%	4.5µM*	4.5µM*	-8%	-5%	-3%	-8%	-1%	-1%	-8%	5%
O=C(CCS(=O)(=O)c1cccc2nsnc12)NCc1ccccc1Cl	-2%	12%	31%	-5%	10%	3%	1%	?	0%	-5%	-7%
O=C(c1cccc(C(F)(F)F)c1)N1CCC2(CC1)NCCc1[nH]cnc12	-5%	0%	-15%	11%	-2%	7%	-1%	1%	-6%	-1%	0%
CSc1ccc(/C=N/NC(=O)CN2CCN(Cc3ccc(Cl)cc3)CC2)cc1	-16%	-8%	-1%	2%	-6%	1%	-2%	3%	-3%	-2%	9%
COc1ccccc1N1CC(C(=O)NCCC2=CCCCC2)CC1=O (configuration not stated)	-4%	.	.	.	0%	7%	1%	.	0%	1%	2%
CC12CCC(CC1=O)C2(C)C (configuration not stated)	9%	-11%	9%	.	-3%	-7%	4%	.	-3%	-7%	12%
COc1cc(/C(C)=N/NC(=O)c2ccc(CSc3nncn3C)cc2)cc(OC)c1OC	-17%	9%	-2%	8%	-3%	3%	2%	6%	-6%	16%	2%
CCOC(=O)CN=C1CC(C)(C)CC2=C1Sc1ncnc(N(C)C)c1N2	3%	?	11µM*	-12%	9%	1%	?	?	0%	3%	24%
O=C(NCc1ccccn1)c1cccc(NS(=O)(=O)c2cccc(Cl)c2)c1	-2%	0%	9%	-1%	-4%	-4%	-1%	-2%	-4%	-2%	-3%
CCN(Cc1ccccc1)S(=O)(=O)c1ccc(C(=O)N(CCCN(C)C)c2nc3ccc(F)cc3s2)cc1	-3%	?	?	-11%	-3%	-8%	5%	8%	1%	-3%	15%
Cc1cccc(C#Cc2ccccc2)n1	?	?	14µM*	5%	5µM*	?	6µM*	.	5.8µM*	8.2µM*	16%
O=C(O)C1CC(=O)N(C2CCCCCC2)C1 (configuration not stated)	-15%	?	?	1%	-6%	-2%	-1%	-2%	1%	-2%	2%
CCN1CCN(C(=O)c2cc3cc4ccc(OC)cc4nc3s2)CC1	72%	1%	?	4%	11%	2%	?	?	-2%	?	9%
CCN(CC)CCSc1nc2ccccc2c(=S)n1-c1ccccc1	-7%	-2%	-40%	9%	-4%	-3%	-3%	13%	-1%	15%	13%
